# FadD28 binding: blocks FadD28 binding to the bisubstrate probe; fluorescence polarization; inhibition, % at 12.5 µM; 360,000 tested, 0.22% active; AID 588549; in the data active means inhibition above about 8.5%, passing the limit was not always enough; inconclusive means no clear call, values can overlap the other calls
# GDH-TPI counter: GDH-TPI coupled enzyme inhibition counter-screen. inhibition, % at 4.8 µM. GDH-TPI coupled enzyme counterscreen, NADH absorbance. 360,000 tested, 1.2% active. AID 588335;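 further: 0% = DMSO wells and 100% = wells lacking the enzyme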
# CCHF vOTU inh: blocks the CCHF virus ovarian tumor domain protease | inhibition, % at 11.5 µM | AID 651958 | CCHFV vOTU protease, Pep-AMC fluorescence | 370,000 tested, 0.55% active; further: 0% = vehicle wells with enzyme and 100% = no enzyme wells
# FBA Mtb inh: inhibits M. tuberculosis FBA enzyme; inhibition, % at 1 µM; 360,000 tested, 2.3% active; purified M. tuberculosis FBA, fluorescence read-out; in the data active means inhibition above about 27%;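 further: 0% = vehicle and 100% = reference inhibitor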
# Target sequence (P9WQA3 whole entry, looked up): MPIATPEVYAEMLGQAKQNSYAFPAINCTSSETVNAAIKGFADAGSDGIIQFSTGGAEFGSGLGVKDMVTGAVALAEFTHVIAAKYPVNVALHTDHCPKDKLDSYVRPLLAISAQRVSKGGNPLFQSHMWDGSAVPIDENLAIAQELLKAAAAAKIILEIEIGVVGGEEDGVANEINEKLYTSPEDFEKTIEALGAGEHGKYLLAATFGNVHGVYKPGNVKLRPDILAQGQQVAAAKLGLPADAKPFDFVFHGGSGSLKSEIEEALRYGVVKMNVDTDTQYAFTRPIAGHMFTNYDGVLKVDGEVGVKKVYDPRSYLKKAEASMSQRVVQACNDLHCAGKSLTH
# DUSP3 inh: inhibitors of human VHR1 phosphatase (DUSP3); AID 1654; 290,000 tested, 0.52% active; recombinant VHR phosphatase, pNPP absorbance; P51452; inhibition, % at 13.3 µM; in the data active means inhibition above about 50%; further: some compounds called inactive have numbers as strong as hits
# Target sequence (P51452 whole entry, looked up): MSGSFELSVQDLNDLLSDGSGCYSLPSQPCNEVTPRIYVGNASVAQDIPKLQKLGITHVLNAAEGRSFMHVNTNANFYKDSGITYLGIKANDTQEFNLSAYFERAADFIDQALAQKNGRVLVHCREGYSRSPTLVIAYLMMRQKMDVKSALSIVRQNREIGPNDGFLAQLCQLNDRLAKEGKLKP
# MazEF act: activators of E. coli MazEF toxin-antitoxin RNase; activation, % at 20 µM; FAM/BHQ RNA-DNA oligo cleavage fluorescence, 5 h; P0AE70; AID 504720; 350,000 tested, 0.32% active; in the data active means activation above about 50%
# Target sequence (P0AE70 whole entry, looked up): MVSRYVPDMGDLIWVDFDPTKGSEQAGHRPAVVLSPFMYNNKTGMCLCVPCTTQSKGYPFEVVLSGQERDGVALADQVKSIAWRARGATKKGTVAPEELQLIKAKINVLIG
# UGM FP inh: inhibitors of M. tuberculosis UDP-galactopyranose mutase; AID 504406; inhibition, % at 10 µM; purified UGM, fluorescence polarization probe displacement; 320,000 tested, 0.06% active; P9WIQ1; in the data active means inhibition above about 10%, passing the limit was not always enough; inconclusive means no clear call, values can overlap the other calls
# Rv3671c inh: inhibitors of M. tuberculosis serine protease Rv3671c | P9WHR9 | 320,000 tested, 0.048% active | inhibition, % at 5.96 µM; in the data active means inhibition above about 38%;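 further: extracellular domain of Rv3671c used as enzyme; 0% = enzyme with DMSO and 100% = no enzyme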
# Target sequence (P9WHR9 whole entry, looked up, the tested form may be a part): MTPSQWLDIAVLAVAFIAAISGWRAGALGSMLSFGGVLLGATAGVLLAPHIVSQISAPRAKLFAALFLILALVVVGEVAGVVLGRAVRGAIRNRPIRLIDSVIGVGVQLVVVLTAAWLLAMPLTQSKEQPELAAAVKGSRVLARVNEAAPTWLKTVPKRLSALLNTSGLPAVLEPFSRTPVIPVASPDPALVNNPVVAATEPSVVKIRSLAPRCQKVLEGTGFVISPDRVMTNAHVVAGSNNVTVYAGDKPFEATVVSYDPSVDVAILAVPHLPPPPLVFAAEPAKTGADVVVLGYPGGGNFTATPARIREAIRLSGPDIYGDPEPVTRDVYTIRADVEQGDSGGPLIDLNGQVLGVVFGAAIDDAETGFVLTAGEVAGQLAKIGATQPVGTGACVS
# BioA inh: blocks M. tuberculosis BioA enzyme activity; 360,000 tested, 0.096% active; inhibition, % at 9.99 µM; AID 602481; purified M. tuberculosis BioA enzyme, plate reader; in the data active means inhibition above about 40%; inconclusive means no clear call, values can overlap the other calls
# BoNT-F LC inh: inhibitors of Botulinum neurotoxin F light chain protease | Multiplex microsphere protease cleavage assay, flow cytometry | inhibition, % at 10 µM | 360,000 tested, 0.22% active | AID 588497; in the data active means inhibition above about 35%, passing the limit was not always enough; inconclusive means no clear call, values can overlap the other calls; further: plate controls were buffer without enzyme for full effect and enzyme alone for no effect
# Starred values were filed as active, the others as inactive; u = inconclusive; x = not tested or not shown. Unless noted, no stated cut-off is given here; in the data, active means inhibition above about 30%; inactive means the rest.
# Each structure is followed by: FBA Mtb inh	FadD28 binding	Rv3671c inh	UGM FP inh	CCHF vOTU inh	DUSP3 inh	BoNT-F LC inh	MazEF act	GDH-TPI counter	BioA inh
(1) Cc1ccc(OC(F)F)c(NC(=O)Nc2cccc(C(F)(F)F)c2)c1
  -2	-7.1	-149	3.4	x	-14	-4	22	3	-2.3
(2) Cc1cc(NC(=O)c2c(Br)c(C)nn2C)no1
  2	-1.5	5	-0.7	-3	-8	-1	-5	-6	x
(3) NS(=O)(=O)c1ccc(NC(=O)CSc2n[nH]c(=O)n2Cc2ccccc2)cc1
  -6	-6.5	0	0.4	-5	4	7	20	1	0.3
(4) CCN(CC)CCNC(=O)c1cc2c(s1)-c1ccccc1SC2
  19	-6.2	-2	0.2	-49	2	-18	9	12	-0.8
(5) COc1cc(CCCN2CCNC[C@@H]2C(C)O)cc(OC)c1OC (stereo partly drawn)
  2	-0.5	6	2.7	16	x	-4	-3	7	-1.5
(6) Nc1ccccc1S(N)(=O)=O
  -1	-2.6	-8	-2.4	1	x	3	-1	4	1.5
(7) O=C(O)Cn1c(-c2ccccn2)nc2ccccc21
  56*	-1.0	1	-1.1	-8	-11	u	-4	11	-3.5
(8) O=c1[nH]c(Cc2ccccc2)nc2c1oc1ccccc12
  1	1.0	-9	0.3	-14	18	1	-12	2	-3.8
(9) O=C(CC12CC3CC(CC(C3)C1)C2)N1CCCOC1
  4	-0.1	-4	2.0	-4	3	1	3	10	-0.9
(10) COC(=O)NNC(=O)COc1ccccc1C
  1	-0.1	6	-0.9	-4	-3	-4	5	-1	-1.1
(11) O=C(C[C@H]1C/C=C\C[C@H](NC(=O)OCC2c3ccccc3-c3ccccc32)C(=O)OC[C@@H]2CCCN2C1=O)N[C@H](CO)Cc1ccccc1
  2	-2.1	-5	5.3	x	x	-6	5	-2	-1.4
(12) CCOc1ccc(S(=O)(=O)N2CCC(C(=O)NCc3ccccn3)CC2)cc1C
  -4	-3.8	-11	-0.4	0	44	4	-9	4	-1.0
(13) N/C(Cc1ccccc1)=N\OC(=O)c1cccc2ccccc12
  -5	-2.7	2	-1.2	0	-14	0	5	3	-0.9
(14) O=C(O)c1cccc(NC(=O)c2cn(-c3ccccc3)nc2-c2cccc(Br)c2)c1
  -1	-15	-38	5.2	15	-4	0	9	1	6.6
(15) Cc1cc(Cl)c(S(=O)(=O)N(C)C)cc1OCC(N)=O
  -18	-2.5	1	3.8	8	18	0	21	-15	-0.8
(16) O=C(O)CCCCCCCCCCP(=O)(c1ccccc1)c1ccccc1
  -1	-2.7	0	1.5	1	13	10	13	1	-2.1
(17) COc1ccccc1Cn1c(=O)c2ccccc2n2c(Sc3ncnc4sccc34)nnc12
  -3	-1.4	-9	0.2	0	4	6	-13	4	0.3
(18) N/C(=N\OC(=O)c1ccc(Cl)cc1Cl)c1ccccc1
  -1	-0.3	0	-0.8	-1	-5	-8	-13	7	-0.8
(19) Cc1ccc(NC(=O)C(C)Sc2nc(=O)cc(N)n2-c2ccccc2)cc1 (stereo not drawn)
  2	-2.1	1	-0.3	10	-11	-4	-8	-8	2.1
(20) COc1ccc(OC)c(C(=O)NC(CC(N)=O)c2ccc(NC(C)C)c([N+](=O)[O-])c2)c1 (stereo not drawn)
  0	-1.8	4	-2.7	11	29	3	-2	9	1.9

# Next part, overlapping the part above by 5 compounds.
# Each structure is followed by: FBA Mtb inh	FadD28 binding	Rv3671c inh	UGM FP inh	CCHF vOTU inh	DUSP3 inh	BoNT-F LC inh	MazEF act	GDH-TPI counter	BioA inh
(16) O=C(O)CCCCCCCCCCP(=O)(c1ccccc1)c1ccccc1
  -1	-2.7	0	1.5	1	13	10	13	1	-2.1
(17) COc1ccccc1Cn1c(=O)c2ccccc2n2c(Sc3ncnc4sccc34)nnc12
  -3	-1.4	-9	0.2	0	4	6	-13	4	0.3
(18) N/C(=N\OC(=O)c1ccc(Cl)cc1Cl)c1ccccc1
  -1	-0.3	0	-0.8	-1	-5	-8	-13	7	-0.8
(19) Cc1ccc(NC(=O)C(C)Sc2nc(=O)cc(N)n2-c2ccccc2)cc1 (stereo not drawn)
  2	-2.1	1	-0.3	10	-11	-4	-8	-8	2.1
(20) COc1ccc(OC)c(C(=O)NC(CC(N)=O)c2ccc(NC(C)C)c([N+](=O)[O-])c2)c1 (stereo not drawn)
  0	-1.8	4	-2.7	11	29	3	-2	9	1.9
(21) O=C(CN1CCCCC1)NC(=O)NCc1ccccc1
  0	-1.9	-12	0.0	-16	-4	8	1	-19	-1.1
(22) CC(OC(=O)CCC(=O)c1cccs1)C(=O)Nc1ccccc1[N+](=O)[O-] (stereo not drawn)
  -1	-0.6	5	-0.8	0	-9	-6	7	3	x
(23) COc1ccccc1NC(=O)CSc1nccn1Cc1ccccc1
  4	-0.9	-1	1.5	-2	34	10	4	6	2.4
(24) Cc1ccc(/C=N/N2CCN(Cc3ccccc3)CC2)cc1
  1	-4.2	-6	0.1	9	22	-1	-10	3	-0.3
(25) O=C(C1=C[C@H](c2csc3ccccc23)C[C@H](OCc2ccc(CO)cc2)O1)N1CCN(Cc2ccc3c(c2)OCO3)CC1
  -3	-3.6	-19	1.0	-2	-2	-6	-14	5	-2.9
(26) O=C(NC1CC1)c1ccc(CS(=O)c2ccc(Br)cc2)o1 (stereo not drawn)
  2	-2.2	0	-0.5	-3	-17	1	10	5	0.1
(27) CC(=O)c1c(C)[nH]c(C(=O)Nc2ccc(Cl)c(S(=O)(=O)N(C)C)c2)c1C
  -2	-15	-24	2.6	-6	6	3	9	-2	x
(28) CC(C)(CNC(=O)c1ccc(-c2cccc(C(F)(F)F)c2)o1)N1CCOCC1
  6	-2.4	-4	1.1	3	x	0	-2	11	x
(29) CC1(C(=O)Nc2ccc(Cl)c(Cl)c2)CCN1C(=O)CC1CCCC1 (stereo not drawn)
  -2	-9.0	x	x	10	x	-4	x	9	-0.6
(30) CCOC(=O)c1nnn(-c2nonc2-n2cccc2)c1CN1CCC(C(=O)OCC)CC1
  3	-1.8	4	-2.4	10	33	-2	-14	1	0.0
(31) O=C(N/N=C/c1ccoc1)c1cccc([N+](=O)[O-])c1
  5	0.4	x	0.9	-5	0	4	-4	-1	13
(32) O=C(CN1C(=O)C2CC=C(Cl)CC2C1=O)Nc1ccc(C(=O)O)cc1 (stereo not drawn)
  -1	-0.3	9	2.1	1	30	1	4	10	-1.8
(33) O=C(Nc1nc2n(n1)C(c1ccccc1)C=C(c1ccccc1)N2)c1ccco1 (stereo not drawn)
  0	-2.7	3	-4.0	-18	-14	2	1	-6	-0.1
(34) CC(=O)C(=Cc1cc(C)n(-c2ccccc2)c1C)C(C)=O
  -2	-1.9	4	-2.3	-4	47	1	-41	27	x
(35) O=C1Cc2cc(S(=O)(=O)N3CCCCC3)ccc2N1
  -1	-3.1	-8	0.3	-3	2	-2	3	3	-0.4
(36) Cc1ccc(C#N)c(SCc2cc3c(cc2Cl)OCO3)n1
  0	0.2	2	-4.9	-13	-1	-3	59*	4	-0.8
(37) CCOc1cc(C(=S)N2CCCC2)ccc1OC
  -2	-2.9	0	-1.4	5	22	7	3	0	-1.2
(38) Cc1ccc(C(=O)Nc2cccnc2)cc1Cl
  -2	-2.4	-1	2.2	-5	2	u	6	3	u
(39) CC(=O)c1ccc(N2CCN(C(=O)c3ccc(Br)cc3)CC2)c(F)c1
  2	-3.0	-7	-2.6	16	-21	-1	1	8	93*
(40) OC(C#CCN1CCCC1)c1ccccc1 (stereo not drawn)
  5	-1.6	4	-2.0	3	4	-11	1	-8	0.6
(41) O=C(O)c1ccc2c(=O)n3c(nc2c1)/C(=C/c1ccc(Cl)cc1Cl)CC3
  2	-1.5	-2	-2.9	-3	18	-5	1	-8	5.7
(42) CCCNC(=O)C1(CC2CC(c3ccccc3)=NO2)CCN(C(=O)Cc2ccc(F)cc2)CC1 (stereo not drawn)
  1	-3.6	-6	-0.1	12	x	2	5	3	0.5
(43) Cn1cc(CN2CCCC(C(=O)Nc3cccc(-c4cc5ccccc5[nH]4)c3)C2)cn1 (stereo not drawn)
  8	-4.2	5	-2.2	4	11	-15	18	7	-0.9
(44) CCN(C(=O)COC(=O)c1cc2ccccc2cc1OC)c1c(N)n(Cc2ccccc2)c(=O)[nH]c1=O
  39*	-3.7	x	x	-38	x	-8	4	-4	1.5
(45) COC(=O)c1sc2ccccc2c1NC(=O)c1ccc(S(=O)(=O)N2CC(C)CC(C)C2)cc1 (stereo not drawn)
  9	-0.5	-4	-0.8	-5	18	-4	-5	4	x
(46) CCOc1ccc(C(=O)OCC(=O)N2CCCC2)cc1
  0	-1.1	5	-2.2	12	6	-6	4	12	-0.6
(47) OCCN1CCOCCOc2ccccc2OCCOCC1
  -2	0.9	7	-0.3	-17	32	u	10	10	-2.3
(48) O=c1c2c([nH]c3ccccc13)C(=C1CCCC1)CC2
  8	0.9	-7	0.3	x	15	-12	1	17	x
(49) CCOC(=O)[C@@H]1[C@H]2COc3ccccc3[C@@H]2N2C(=O)N(c3cccc(C)c3)C(=O)[C@@]12C
  3	-2.1	3	-1.0	4	x	5	3	0	-1.8
(50) Cc1ccc(S(=O)(=O)N2CCN(C(=O)COC(=O)CC(C)c3ccccc3)CC2)c(C)c1 (stereo not drawn)
  -2	-5.1	x	x	11	x	-3	5	-6	6.8
(51) Cc1cccnc1NC(=O)c1ccc(OCC2CCCO2)cc1 (stereo not drawn)
  -3	x	-1	3.6	-9	x	-5	8	0	-0.4
(52) O=C(COc1ccccc1C(=O)O)Nc1cccc2ccccc12
  -1	-2.6	1	2.2	-2	x	-6	-1	-2	-1.7
(53) CC(CCc1ccccc1)NC(=O)C1CCC1 (stereo not drawn)
  -1	-1.3	-3	-2.8	-2	x	u	0	9	-0.7
(54) COc1ccc(OC)c(C(O)c2ncc(-c3ccccc3Cl)[nH]2)c1 (stereo not drawn)
  0	-3.6	x	x	-1	x	-4	x	2	2.3
(55) CCOC(=O)c1c(NC(=O)C2=C(C)NC(=S)NC2c2ccc(F)cc2F)sc(C)c1C (stereo not drawn)
  -1	-3.6	-16	0.2	12	18	-5	4	17	-3.0
(56) Cc1ccc(S(C)=O)cc1-n1c(=O)n(Cc2ccccc2)c(=O)c2[nH]cnc21 (stereo not drawn)
  1	-0.1	0	-1.0	-2	27	-11	13	9	x
(57) COc1ccccc1-n1nnnc1SCc1cc2c(cc1Br)OCO2
  -1	-4.0	-5	-1.3	1	-4	13	5	6	0.8
(58) O=C(Cn1ccc2cc(S(=O)(=O)N3CCCC3)ccc21)NCc1ccccc1
  -1	-1.9	-3	1.7	10	18	2	2	-4	-1.1
(59) CCOc1ccc(S(=O)(=O)NCc2ccc3c(c2)OCO3)cc1
  3	-2.0	-1	1.7	-2	11	-3	-35	3	-1.0
(60) CCOC(=O)N1CCC(NC(=O)c2cc(C(=O)NCc3ccc(F)cc3)ccc2CO)CC1
  0	-0.2	7	-1.2	9	-4	9	6	10	-3.4
(61) CCCOc1ccc(/C=C/C(=O)N2CCN(C(=O)c3ccco3)CC2)cc1OC
  7	-2.9	x	x	2	x	2	11	24	1.4
(62) Cc1onc2c(=O)n(-c3ccccc3)nc(-c3ccccc3)c12
  4	-1.8	6	2.9	-10	28	-6	3	0	1.3
(63) CCCCn1c(O)c(C=NCCCn2ccnc2)c(=O)[nH]c1=O
  3	-4.0	-3	3.6	-2	-8	1	-12	-2	x
(64) Cc1ccc(S(=O)(=O)c2nc(Nc3ccccc3N3CCOCC3)sc2Cl)cc1
  -2	-0.2	-12	4.5	-12	15	-2	-9	5	-3.4
(65) CC(=O)Nc1ccc(S(=O)(=O)NCCC(=O)OCc2csc(CC(=O)Nc3ccccc3C)n2)cc1
  0	-3.9	-10	-1.5	1	x	u	35	-1	x
(66) Cc1cc(OC(C)C)nc(-c2ccccc2O)n1
  -1	-3.0	-1	2.3	5	-11	2	-2	-8	-1.2
(67) CCCN1C(=O)/C(=C/c2nc3ccccc3c(=O)[nH]2)c2ccccc21
  1	0.5	1	0.4	12	-1	-7	10	-2	x

# Screening data: PubChem, several laboratories
